# Assay outcomes as filed in PubChem.
# TNFa cytotox = HUVEC cytotoxicity counter-screen, TNF alpha stimulated. HUVEC TNFalpha-stimulated, Hoechst cell count, imaging. cell count reduction, % at 2 µM. actives 0.17% (n = 93,000). AID 848;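 active = cell count reduction exceeding the screen mean by over 5 SD, scaled to untreated wells per plate, cut at about 78% in these data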;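 also: cells counted after 24 h of TNF alpha exposure following the 1 h pretreatment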
# HUVEC tox IL1B = HUVEC cytotoxicity counter-screen, IL-1B stimulated. HUVEC cell count loss, Hoechst imaging. cell count reduction, % at 2 µM. actives 0.41% (n = 94,000);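 active = cell count reduction more than 3 SD above the screen-wide mean, cut at about 70% in these data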;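 also: normalized per plate to untreated control cells as the no-loss baseline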
# LYP inh 2 = LYP (human) phosphatase inhibition; recombinant LYP catalytic domain, DiFMUP fluorescence; Q9Y2R2; AID 640; actives 0.21% (n = 96,000); inhibition, % at 2 µM;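 active = inhibition at 2 µM at or above a set limit, the screen mean plus 3 SD, cut at about 24% in these data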;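 also: 0% = DMSO with enzyme and 100% = enzyme fully blocked by orthovanadate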
# Target sequence (Q9Y2R2 whole entry, looked up, the tested form may be a part): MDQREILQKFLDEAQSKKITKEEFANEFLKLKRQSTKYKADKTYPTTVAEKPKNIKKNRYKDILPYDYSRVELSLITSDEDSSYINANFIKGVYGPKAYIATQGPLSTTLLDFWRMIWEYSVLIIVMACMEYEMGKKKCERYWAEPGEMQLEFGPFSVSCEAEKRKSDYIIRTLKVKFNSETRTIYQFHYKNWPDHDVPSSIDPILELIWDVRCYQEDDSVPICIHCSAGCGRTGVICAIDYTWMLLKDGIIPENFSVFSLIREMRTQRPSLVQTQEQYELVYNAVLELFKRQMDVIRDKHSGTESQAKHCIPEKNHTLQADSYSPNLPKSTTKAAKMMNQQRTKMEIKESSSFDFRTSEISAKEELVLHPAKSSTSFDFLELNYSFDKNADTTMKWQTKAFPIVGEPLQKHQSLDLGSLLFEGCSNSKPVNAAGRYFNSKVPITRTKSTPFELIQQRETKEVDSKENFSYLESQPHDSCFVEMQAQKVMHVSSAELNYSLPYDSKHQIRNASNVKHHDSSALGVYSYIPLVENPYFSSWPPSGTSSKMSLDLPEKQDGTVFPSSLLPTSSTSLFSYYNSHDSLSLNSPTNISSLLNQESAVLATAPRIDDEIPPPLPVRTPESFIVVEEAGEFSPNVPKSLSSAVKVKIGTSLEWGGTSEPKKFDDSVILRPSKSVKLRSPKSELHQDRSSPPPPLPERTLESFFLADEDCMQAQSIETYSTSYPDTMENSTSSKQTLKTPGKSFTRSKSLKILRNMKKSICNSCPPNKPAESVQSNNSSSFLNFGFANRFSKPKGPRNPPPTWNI
# cytoskel mod = modifiers of cytoskeleton assembly; actives 0.18% (n = 91,000); inhibition, % at 2 µM; HUVEC TNFa F-actin phalloidin imaging, high content;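 active = inhibition above the batch mean plus 3 SD and confirmed as a hit by visual image inspection, cut at about 30% in these data, passing the limit was not always enough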; also: strong numbers were not always called active
# ERa coact inh = blocks coactivator binding to human estrogen receptor alpha | actives 1.7% (n = 86,000) | P03372 | inhibition, % at 25.6 µM | AID 629 | TR-FRET ER-alpha LBD / SRC-1 peptide, estradiol-bound; in the data active = inhibition above about 50%;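 also: 0% = receptor plus peptide control and 100% = peptide only without receptor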
# FAK blocker = inhibitors of human focal adhesion kinase | Q05397 | biochemical FAK kinase activity assay | inhibition, %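 (tested at 7 µM)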 | actives 0.84% (n = 97,000) | AID 727; in the data active = inhibition above about 19%;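 also: 0% = DMSO and 100% = reference compound high control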
# VCAM1 TNFa inh = reduces TNF alpha induced VCAM1 expression in HUVEC | HUVEC TNFa-induced VCAM-1 immunofluorescence, high-content imaging | inhibition, % at 2 µM | actives 0.48% (n = 95,000) | AID 802;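 active = inhibition above the batch mean plus 3 SD, with images confirmed as a hit by eye, cut at about 37% in these data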;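 also: 0% = TNF-stimulated DMSO wells and 100% = unstimulated control wells; not every result past the cut was called active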
# Pyk2 oligo antag = Pyk2 (human) oligomerization antagonism; z-score (the deposit names both 25 µM and 10 µM); Q293 cells, Pyk2 FERM NanoBiT luminescence; active compounds read low; actives 0.83% (n = 99,000); Q14289;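 active = Z-score of -3 or lower, scaled per plate to the spread of control and sample wells; inactive = z-score above -3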;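 also: negative z-score means lost luminescence so less FERM oligomerization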
# LYP act = increases human PTPN22 phosphatase activity; Q9Y2R2; recombinant LYP, DiFMUP fluorescence; 0 = plate median, 100 = signal doubled; activation, % at 2 µM; actives 0.11% (n = 96,000);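 active = activation at 2 µM above a set limit, the mean plus 5 SD, cut at about 37% in these data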
# Starred values were filed as active, the others as inactive; nt = not tested or not shown; [ ] = dose if it differs, or a comment. Outcome played no part in choosing rows; overall some 3.8% were active at least once.
Structure	TNFa cytotox	HUVEC tox IL1B	LYP inh 2	cytoskel mod	ERa coact inh	FAK blocker	VCAM1 TNFa inh	Pyk2 oligo antag	LYP act
CCCCC(=O)NCCc1cc2c(OC)ccc(OC)c2[nH]c1=O	-32	-46	-4	nt	5	-2	-8	-0.74	1
COc1ccc(/C=N/S(=O)(=O)c2cccs2)cc1	1	9	-5	7	6[fluorescence artefact?]	-1	-16	-0.25	4
Cn1c(=O)[nH]c(=O)c2c1nc(Br)n2CCCSc1nc2ccccc2o1	-1	-7	-8	-48	0	19*	31	-0.51	4
CCCc1nnc(NC(=O)CN2C(=O)c3ccccc3C2=O)s1	-4	12	3	19	-6	-2	5	0.08	-2
c1csc(Cc2nn3c(-c4n[nH]c5c4CCC5)nnc3s2)c1	-10	-1	17	47	87*[fluorescence artefact?]	28*	-6	-1.8	-19
CCN1CCN(C(c2ccc(OC)cc2)C(O)C(=O)c2c[nH]c3ccccc23)CC1 (configuration not stated)	-54	-1	4	32	0	-1	12	-0.17	-2
CCOC(=O)c1ccccc1NC(=O)CSc1nnc(C(C)C)n1CC	-22	-13	-3	1	0	-1	8	0.39	4
Cc1sc(NC(=S)NC(=O)c2cccs2)nc1-c1ccc(CC(C)C)cc1	-10	3	-15	0	nt	0	7	1.3	16
O=c1cc(NCCO)c2ccccc2o1	-23	-5	7	2	nt	0	6	-0.32	-6
C=CCSc1ncccc1C(=O)NCc1ccc(C)cc1	-9	-6	6	24	-3	6	-3	-0.16	-4
CCc1nnc(NC(=O)CN2CCN(c3cccc(OC)c3)CC2)s1	-8	23	-5	9	-31	0	-3	-1.4	5
CC(C)(C)CNc1cc(N2CCCC2)ccc1[N+](=O)[O-]	9	-15	11	7	nt	-1	-33	-1.7	-6
CC(C)c1ccc(NC(=O)c2csnn2)cc1	-9	47	3	2	1	12	-1	-0.03	-4
Clc1ccc(-c2nnc3n2CCCC3)cc1Cl	-6	-1	-4	-12	nt	0	8	-0.08	6
O=C1CSC(c2ccccc2)N1c1nc(-c2ccc(Cl)cc2Cl)cs1 (configuration not stated)	12	-27	2	-21	nt	0	8	0.1	2
O=C(NCC1CCCO1)c1c(O)c2cccc3c2n(c1=O)CCC3 (configuration not stated)	-24	-31	-4	-14	nt	-1	-10	-1.1	4
Cc1ccc(SCc2nc3ccccc3n2CC(=O)Nc2c(C)cccc2C)cc1	-10	17	10	2	nt	7	2	0.62	-7
COc1ccc(N2C(=O)CC(Sc3nc(C)cc(C)c3C#N)C2=O)cc1 (configuration not stated)	-28	11	3	-10	-15	-1	-10	1.9	-3
CC1=C(C(=O)OCc2ccccc2)C(c2ccoc2)C(C#N)=C(N)O1 (configuration not stated)	21	5	3	-7	1	0	1	0.28	-5
Cc1ccc(C)c(/C(O)=C2\C(=O)C(=O)N(CCCN3CCOCC3)C2c2cccnc2)c1 (configuration not stated)	-20	-5	6	1	-8	-1	-9	0.04	0

# An excerpt from above in order of the ERa coact inh value, highest first:
structure	LYP inh 2	cytoskel mod	ERa coact inh	FAK blocker	VCAM1 TNFa inh	Pyk2 oligo antag	LYP act
CC(C)c1ccc(NC(=O)c2csnn2)cc1	3	2	1	12	-1	-0.03	-4
Cn1c(=O)[nH]c(=O)c2c1nc(Br)n2CCCSc1nc2ccccc2o1	-8	-48	0	19*	31	-0.51	4
Cc1ccc(C)c(/C(O)=C2\C(=O)C(=O)N(CCCN3CCOCC3)C2c2cccnc2)c1 (configuration not stated)	6	1	-8	-1	-9	0.04	0
CCc1nnc(NC(=O)CN2CCN(c3cccc(OC)c3)CC2)s1	-5	9	-31	0	-3	-1.4	5

# Quoted from the listing:
# Cc1sc(NC(=S)NC(=O)c2cccs2)nc1-c1ccc(CC(C)C)cc1 in Pyk2 oligo antag has 1.3
# COc1ccc(N2C(=O)CC(Sc3nc(C)cc(C)c3C#N)C2=O)cc1 (configuration not stated) in HUVEC tox IL1B has 11

# Continuation.
Structure	TNFa cytotox	HUVEC tox IL1B	LYP inh 2	cytoskel mod	ERa coact inh	FAK blocker	VCAM1 TNFa inh	Pyk2 oligo antag	LYP act
COCCN(C(=O)c1csnn1)C(C(=O)NC(C)(C)C)c1cccc(OC)c1 (configuration not stated)	-26	-3	10	10	-11	-5	-2	-0.98	-8
Cc1cc2ncn(C(=O)N3CCOCC3)c2cc1C	6	-36	-1	-1	-4	-1	6	0.28	-2
CCCOc1ccccc1N/C(=N/c1nc(C)cc(C)n1)NC(=O)Nc1ccc(Cl)cc1	-1	-12	12	1	nt	5	-13	-0.23	-7
CCOC(=O)C1=C(Cn2ccc(C(F)(F)F)n2)NC(=O)NC1c1ccc2c(c1)OCO2 (configuration not stated)	-5	-54	-13	-4	5	0	24	-2.3	9
COC(C)(C)c1cc(C(C)(C)C)nc(N)n1	7	-34	-2	-16	0	-4	14	0.1	0
CCNC(=O)CC1C(=O)N(c2ccc(C)cc2)C(=O)N1CCc1ccc(OC)c(OC)c1 (configuration not stated)	5	-8	6	-13	-7	1	1	0.91	-4
CCOC(=O)c1c(C)[nH]c(C(=O)OCC(=O)Nc2cc(Cl)ccc2OC)c1C	66	-15	-18	14	10	-5	42	0.15	21
FC(F)(F)c1cccc(NCc2cn3cccnc3n2)c1	-12	-18	-4	-33	23	-2	2	nt	2
COc1cccc(-c2nnc(SCc3ccc(C#N)cc3)n2Cc2ccco2)c1	-36	-40	-5	0	1	4	5	-0.67	2
CN1C(=O)c2cccc3c(S(=O)(=O)Nc4ccccn4)ccc1c23	-16	1	1	18	-7	10	-7	0.52	-6
Cc1ccccc1S(=O)(=O)NNC(=O)C(=O)NNc1ccccn1	1	-12	1	-36	nt	-5	13	-0.33	3
O=C1NC(=S)S/C1=C1\Sc2ccccc2N1CCCS(=O)(=O)O	20	-12	-6	-17	-4[fluorescence artefact?]	1	0	-1.1	7
O=C(Cn1c(CO)nc2ccccc21)Nc1cc(C(F)(F)F)ccc1N1CCOCC1	-17	-41	-5	6	3[fluorescence artefact?]	4	-20	-0.68	4
Cc1ccc(C(=O)CCC2CCCCC2=O)cc1 (configuration not stated)	-7	3	-2	5	-5	-1	23	-0.62	3
Cc1cc(Cl)ccc1OCC(=O)N1CC(C)CC(C)C1 (configuration not stated)	-25	-8	-7	-10	-19	0	13	-0.23	6
O=C(OCN1C(=O)c2ccccc2C1=O)c1cccs1	-14	4	6	20	4	-9	-1	1.3	-9
CCOC(=O)Cn1c(=O)oc2cc(S(=O)(=O)NCC3CCCO3)ccc21 (configuration not stated)	-5	-22	-10	6	2	-3	1	nt	10
COc1ccc(S(=O)(=O)NC2CC(C)(C)NC(C)(C)C2)c(C)c1C	-9	-19	-1	-1	-16	1	26	nt	-2
Cc1ccc(C)c(NC(=O)c2nc(-c3ccccc3)n(-c3ccccc3)n2)c1	-13	-6	0	-3	nt	1	-17	-3	-3
CCn1c(SCC(=O)N2CCCC2)nnc1-c1ccc(S(=O)(=O)N2CCCCCC2)cc1	-36	9	-2	24	-15	1	14	0.13	0

# Next part:
Structure	TNFa cytotox	HUVEC tox IL1B	LYP inh 2	cytoskel mod	ERa coact inh	FAK blocker	VCAM1 TNFa inh	Pyk2 oligo antag	LYP act
Cn1c2ccc(CC(=O)O)cc2c2cc(CC(=O)O)ccc21	-51	-14	-2	8	20	-1	-34	1.1	0
CCOC(=O)c1cc(C)n(CCCN2CCOCC2)c1C	-35	5	4	6	-4	3	14	0.57	-3
CN(NC(=O)c1ccc(Cl)cc1)c1cccc(Cl)n1	-18	17	0	5	nt	-4	-10	-0.92	3
CCOC(=O)C(NC(=O)c1ccccc1)=C1CCCCC1	-1	-12	-13	-8	4[fluorescence artefact?]	-3	11	0.9	11
Cn1c(=O)c2cc(S(=O)(=O)NC(C(=O)Nc3cccnc3)c3ccccc3)ccc2n(C)c1=O (configuration not stated)	-10	-20	-7	-2	4	-1	3	nt	6
Cc1cc(N2C(=O)c3ccc(C(=O)NCc4ccccc4)cc3C2=O)no1	nt	-5	-6	nt	-7	2	nt	0.14	3
C1=C(c2cccc3ccccc23)N2CCN=C2S1	28	6	-1	2	nt	5	3	0.45	1
CCOc1ccc(NC(=O)C2CCN(c3nnnn3-c3ccccc3)CC2)cc1	9	nt	3	12	-11	-1	12	-1.1	-6
COc1cc(OC)cc(OCC(O)Cn2cnc3cc(C)c(C)cc32)c1 (configuration not stated)	-12	-6	-3	3	38	-1	3	nt	0
Cc1nc(SCC(=O)c2ccc(Cl)s2)c2oc3ccccc3c2n1	-39	-2	6	-2	nt	2	13	-0.95	-7
COc1ccc(N(CC(=O)NCc2ccccc2)S(=O)(=O)c2c(C)noc2C)cc1	5	-21	4	11	-1	-1	17	0.25	-6
CC(C)(C)C(=O)CC(=O)Nc1ccc(Cl)c(N)c1	-39	-61	-8	-1	1	-1	6	-0.05	6
O=C(O)c1cc(-c2ccncc2)nc2ccc(S(=O)(=O)N3CCOCC3)cc12	-2	-26	-8	-40	-7	0	10	0.68	5
CCCCNC(=O)N1CCOCCOCCN(C(=O)NCCCC)CCOCCOCC1	-10	-3	11	-4	-7[fluorescence artefact?]	0	4	0.34	-9
COc1ccc(OC)c(N2Cc3ccccc3C2)c1	-10	-8	8	5	-12[fluorescence artefact?]	1	14	-0.61	-8
CC1CCN(S(=O)(=O)c2cccc(C(=O)N(C)C3CCS(=O)(=O)C3)c2)CC1 (configuration not stated)	-6	-24	1	4	3	1	12	1.2	-1
Cn1c(=O)[nH]c(=O)c2c1nc(NCCCn1ccnc1)n2CCOc1ccccc1	8	19	-3	-22	4	5	-3	0.16	2
c1ccc(-n2c(-c3ccncc3)nnc2-c2ccco2)cc1	-38	-16	-4	1	-28[fluorescence artefact?]	1	-3	1.9	3
O=c1[nH]c2sc3c(c2c(=O)n1Cc1ccccc1)CCC3	-45	-12	-5	26	-5	-3	2	-0.61	2
Cn1c(N)c(C(=O)COC(=O)CCCc2c[nH]c3ccccc23)c(=O)n(C)c1=O	-25	-7	13	-2	-6	3	0	1	-14

# Other structures follow.
Structure	TNFa cytotox	HUVEC tox IL1B	LYP inh 2	cytoskel mod	ERa coact inh	FAK blocker	VCAM1 TNFa inh	Pyk2 oligo antag	LYP act
CCOc1nnnc2c1sc1nc(N3CCOCC3)c3c(c12)CC(C)(C)OC3	8	-26	11	-4	-7	0	4	nt	-11
COc1ccccc1Oc1coc2c(CN3CCN(C)CC3)c(O)ccc2c1=O	0	-4	-4	1	-4	-3	-18	0.39	0
Cc1occc1C(=O)Nc1ccccc1C(=O)O	-24	-16	-10	12	-24	2	-5	0.01	10
CCNC(=O)c1cc(Br)ccc1Cl	-12	16	8	9	-2	-3	2	0.65	-6
COC(=O)c1[nH]c2ccc(F)cc2c1NC(=O)C1=COCCO1	-31	-8	3	3	-4	-3	8	0.55	0
O=C1CC(c2cccc(Oc3ccccc3)c2)NC(=O)N1 (configuration not stated)	10	-4	-9	-45	-5	-5	7	-0.36	7
Cc1cc(C)c2oc(-c3ccc(C)c(NC(=S)NC(=O)/C=C/c4ccco4)c3)nc2c1	-29	-14	11	25	nt	-10	8	-0.22	-5
CCC(=O)NCCc1cc2cc(C)c(C)cc2[nH]c1=O	-48	-15	4	7	2	3	-58	0.95	-5
CC1CN(C(=O)c2cnn3c(C(F)F)cc(-c4ccccc4)nc23)CC(C)O1 (configuration not stated)	-27	-19	8	7	-4	-2	-12	-0.44	-6
COc1ccc(OCCC(=O)Nc2cc(C)on2)cc1	3	-50	-2	-2	7	-1	-2	0.54	-4
O=C(NCc1ccco1)C(c1ccco1)N(CCc1ccccc1)C(=O)Cn1nnc2ccccc21 (configuration not stated)	8	30	-11	-37	1	5	-5	-0.27	8
COCCn1c(-c2ccc(-c3ccccc3Cl)o2)nc2c1c(=O)[nH]c(=O)n2CC(C)C	-45	1	-16	16	8[fluorescence artefact?]	-7	3	-0.53	16
Cc1ccc(C)c(N(C(=O)Cn2nnc(-c3cccs3)n2)C(C(=O)NC2CCCC2)c2ccncc2)c1 (configuration not stated)	0	-50	-23	3	nt	1	-6	-0.66	27
Cc1c(NC(=O)Nc2ccc(Cl)c(Cl)c2)sc(=S)n1C	-16	nt	1	6	-2	1	-2	-0.43	-4
